Compound activity: PubChem BioAssay, Sanford-Burnham Center for Chemical Genomics
hIAP activ: increases human intestinal alkaline phosphatase activity | P09923 | purified human IAP, CDP-Star luminescence, 30 min; hits give high values; 1 = vehicle-only enzyme, 0 = enzyme-free background | activation factor at 10 µM | hit rate 0.16% among 330,000 | AID 2524;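 active = activation factor of the enzyme at least 2-fold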; also: the source names both 10 and 20 µM as test concentration; values of inactives mirror those of a sister screen read the other way
APOBEC3A inh: blocks human APOBEC3A ssDNA deamination. recombinant A3A, FAM/TAMRA ssDNA deamination fluorescence. inhibition, % at 20 µM. hit rate 0.41% among 330,000. P31941. AID 493011;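 active = at least 40% inhibition at 20 µM here, with at most 30% in a related deaminase screen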;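 also: plate controls were A3A with DMSO for no effect and wells lacking A3A enzyme for full effect; some results filed as inactive read as strong as hits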
Target sequence (P31941 whole entry, looked up): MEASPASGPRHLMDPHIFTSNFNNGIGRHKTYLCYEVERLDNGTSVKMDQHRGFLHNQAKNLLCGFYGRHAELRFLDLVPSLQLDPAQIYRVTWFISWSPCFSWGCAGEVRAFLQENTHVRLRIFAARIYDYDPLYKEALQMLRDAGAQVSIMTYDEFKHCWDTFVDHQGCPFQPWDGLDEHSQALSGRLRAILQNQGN
mIAP activ: increases mouse intestinal alkaline phosphatase activity; muIAP, CDP-Star luminescence, 30 min; hits give high values; 1 = vehicle-only enzyme signal, 0 = enzyme-free wells; activation factor at 10 µM; hit rate 0.24% among 330,000; AID 2805;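 active = activation factor of at least 2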; also: the source names both 10 and 20 µM as test concentration; values of inactives mirror those of a sister screen read the other way
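Assay system: mouse IAP enzyme; reagent: chemiluminescent substrate CDP-Star; dosing: test compounds delivered from DMSO solution; schedule: 30 min at room temperature; measured by: luminescence from enzymatic CDP-Star hydrolysis; controls: DMSO-only wells and no-enzyme negative control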
hIAP block: human IAP inhibition; P09923; purified IAP, CDP-Star luminescence, 30 min; inhibition, % at 10 µM; hit rate 0.12% among 330,000; AID 2544;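 active = inhibition reaching a set limit with compound at 10 µM in the primary screen, cut at about 35% in these data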;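 also: plate controls were DMSO wells with enzyme for no effect and no-enzyme buffer wells for full effect; values of inactives mirror those of a sister screen read the other way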
NLRP3 yeast inh: inhibitors of NALP3 inflammasome in yeast; Yeast reconstituted NLRP3/ASC/caspase-1, beta-gal luminescence, 24 h; inhibition, % at 10 µM; hit rate 0.39% among 330,000; AID 2825;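 active = inhibition of 50% or more; inactive = inhibition below 50%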;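 also: plate controls were induced DMSO wells for no effect and uninduced yeast grown without galactose for full effect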
mIAP block: mouse IAP inhibition; purified mouse IAP, CDP-Star luminescence, 30 min; inhibition, % at 10 µM; hit rate 0.2% among 330,000; AID 2806;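 active = inhibition of at least 40% at 10 µM in the primary screen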;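 also: plate controls were DMSO with enzyme for no effect and no enzyme wells for full effect; values of inactives mirror those of a sister screen read the other way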
APOBEC3G inh: APOBEC3G (human) deaminase inhibition; recombinant A3G, ssDNA deamination FAM/TAMRA fluorescence; inhibition, % at 20 µM; hit rate 0.28% among 330,000;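 active = inhibition of at least 40% at 20 µM, with no more than 30% in the related APOBEC3A deaminase screen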;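 also: plate controls were DMSO wells with A3G for no effect and wells lacking A3G enzyme for full effect; some compounds called inactive have numbers as strong as hits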
Target sequence (Q9HC16 whole entry, looked up): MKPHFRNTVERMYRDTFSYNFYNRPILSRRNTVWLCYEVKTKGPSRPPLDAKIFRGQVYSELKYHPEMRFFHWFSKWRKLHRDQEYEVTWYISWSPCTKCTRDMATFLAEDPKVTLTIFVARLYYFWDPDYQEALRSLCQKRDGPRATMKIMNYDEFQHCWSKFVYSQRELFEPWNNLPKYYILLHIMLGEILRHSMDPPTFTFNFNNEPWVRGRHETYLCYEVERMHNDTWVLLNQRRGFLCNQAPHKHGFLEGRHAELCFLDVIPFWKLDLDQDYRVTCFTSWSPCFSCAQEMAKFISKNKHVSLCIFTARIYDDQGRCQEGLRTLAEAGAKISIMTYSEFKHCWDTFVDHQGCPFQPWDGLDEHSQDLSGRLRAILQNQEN
beta cell repl: MIN6 beta-cell proliferation induction | proliferation, % at 10 µM | MIN6 cells proliferation, ATPlite luminescence, 48 h; cells starved in 0.2% serum; 100% = growth in 10% serum | hit rate 0.29% among 330,000;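 active = compounds whose signal lies at least 3.5 SD above the mean of all wells on their plate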;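 also: 0% = DMSO-treated cells in low-serum medium and 100% = 10% serum control; some compounds called inactive have numbers as strong as hits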
SENP1 inh: blocks the human SENP1 SUMO protease catalytic domain. recombinant SENP1 catalytic domain, CyPet-SUMO1-YPet FRET cleavage. inhibition, % at 10 µM. hit rate 0.21% among 360,000;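 active = inhibition at least 30% at 10 µM, raw YFP signal under a set limit, fluorescence ratio 0.5 to 1.5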;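 also: 0% = enzyme with DMSO and 100% = no enzyme wells; some results filed as inactive read as strong as hits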
Target sequence (Q9P0U3 419-644 limits assumed): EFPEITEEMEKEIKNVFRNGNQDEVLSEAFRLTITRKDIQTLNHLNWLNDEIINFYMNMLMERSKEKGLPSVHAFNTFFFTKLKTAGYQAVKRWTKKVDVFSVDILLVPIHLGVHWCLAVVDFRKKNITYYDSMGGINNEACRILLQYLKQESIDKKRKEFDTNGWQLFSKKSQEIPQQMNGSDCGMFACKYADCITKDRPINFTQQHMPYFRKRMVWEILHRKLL
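material = recombinant human SENP1 catalytic domain, His6-tagged | quantity = 20 pM enzyme | reagent = 25 nM SUMO1 FRET substrate | compound dosing = 10 µM single point, 0.5% DMSO | timing = 50 min enzyme reaction, room temperature, light-protected | detection = FRET, CFP and YFP emission | control set = no-enzyme low, enzyme-DMSO high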
The depositor's hits bear a star; . = not tested or not shown. A portion of the library; rates above refer to the full screens.

SMILES	hIAP activ	APOBEC3A inh	mIAP activ	hIAP block	NLRP3 yeast inh	mIAP block	APOBEC3G inh	beta cell repl	SENP1 inh
O=C(NN=C1CCCC1)c1cc(-c2ccc(F)cc2)nc2ccccc12	1.09	-2.2	0.929	-8.9	10.1	7.1	-8.9	-2.4	0.7
N#Cc1nc(-c2ccc(OCc3ccccc3)cc2)oc1NCCCN1CCOCC1	1.23	-13.1	1.04	-22.6	23.8	-3.7	0.4	-5.8	-0.6
CCOc1cc(-c2noc(CCC(=O)N3CCOCC3)n2)ccc1OC	1.06	-2.4	0.984	-6.1	1.9	1.6	-5.0	0.1	0.5
CCC(=O)c1cn(CC(=O)Nc2cccc(OC)c2)c2ccccc12	0.939	-9.7	1.34	6.1	13.9	-34.0	-6.5	-0.9	1.5
COc1ccc(CNc2ncnc(N)n2)cc1	1.11	-0.3	1.11	-10.6	5.8	-11.1	1.9	-2.9	-0.3
CSc1nc2c(cc1C#N)CCC2	0.875	-1.5	1.06	12.5	3.5	-6.2	-4.5	-0.6	-0.2
CC(C)c1nc(SCC(=O)Nc2ccc3c(c2)OCCO3)c2c(=O)n(C)c(=O)n(C)c2n1	0.922	-4.9	0.984	7.8	7.3	1.6	-5.9	-1.4	4.0
O=C(Cc1ccccc1Cl)NCCCn1ccnc1	1.04	-5.1	1.06	-4.3	1.6	-5.7	-8.8	-0.7	-1.0
CCOC(=O)N1CCN(C(=O)c2cnsn2)CC1	1.12	7.7	0.884	-11.9	17.3	11.6	-0.7	-3.1	2.1
C=CCc1cc(Cl)ccc1OCCNCCN1CCOCC1	1.03	-1.4	0.954	-3.4	7.4	4.6	-13.2	-3.8	-2.3

Structures above that have an aryl thioether with sulfur outside any ring, in the order listed:
SMILES	hIAP activ	APOBEC3A inh	mIAP activ	hIAP block	NLRP3 yeast inh	mIAP block	APOBEC3G inh	beta cell repl	SENP1 inh
CSc1nc2c(cc1C#N)CCC2	0.875	-1.5	1.06	12.5	3.5	-6.2	-4.5	-0.6	-0.2
CC(C)c1nc(SCC(=O)Nc2ccc3c(c2)OCCO3)c2c(=O)n(C)c(=O)n(C)c2n1	0.922	-4.9	0.984	7.8	7.3	1.6	-5.9	-1.4	4.0

(listing goes on)
SMILES	hIAP activ	APOBEC3A inh	mIAP activ	hIAP block	NLRP3 yeast inh	mIAP block	APOBEC3G inh	beta cell repl	SENP1 inh
Cc1nn(C(C)C(=O)NCc2ccccc2Cl)c(=O)c2c1sc1ccccc12 (configuration not stated)	0.976	-0.8	1.02	2.4	23.6	-2.4	-5.7	0.1	-0.7
CCOC(=O)c1c(-c2cccc3ccccc23)csc1NC(=O)C1C2CCC(O2)C1C(=O)O (configuration not stated)	0.926	3.8	0.901	7.4	-4.1	9.9	0.9	0.0	0.4
CCO[C@@H]1OC(C(=O)N2CCOCC2)=C[C@H](C2CC2)[C@H]1CCCO	0.959	-0.7	1.04	4.1	6.6	-4.2	10.9	0.9	0.3
O=C(CN1C(=O)S/C(=C\C=C\c2ccccc2)C1=O)Nc1ccccc1C(=O)O	0.864	-0.4	0.807	13.6	-5.4	19.3	-9.8	-2.0	-2.2
C/C(=N/NC(=O)c1cc(C)[nH]n1)c1ccco1	0.938	-1.1	0.861	6.2	1.0	13.9	-0.1	-1.5	1.6
C[C@H](C(O)c1ccccc1)N(C)C(=O)CN (some centres not stated)	0.858	6.5	1.09	14.2	22.0	-9.3	8.6	-1.7	0.3
c1ccc(CSc2ncnc3ccccc23)cc1	0.686	-0.9	1.02	31.4	32.7	-1.8	-1.9	2.0	-4.8
Cc1ccc(C(=O)N/C(=C\c2ccc(-c3ccccc3[N+](=O)[O-])o2)C(=O)NCCCN(C)C)cc1	0.89	1.5	0.931	11.0	23.7	6.9	-0.6	-6.5	-44.6
COC(=O)CCc1nc2c(C#N)c(-c3ccc(Cl)cc3)ccn2n1	0.954	3.7	0.917	4.6	15.6	8.3	-9.0	2.4	-1.9
CC(=O)Nc1ccc(NC(=O)Cn2c(=O)n(-c3ccc(C)cc3)c(=O)c3oc4ccccc4c32)cc1	1.05	6.8	1.05	-5.1	17.7	-4.6	-0.4	-1.0	0.6
CC1(C)CC(=O)C=C(Nc2ccccc2N)C1	0.841	-5.7	0.912	15.9	12.3	8.8	-7.1	-0.7	-6.7
CCCc1ccc(OC(=O)c2ccc(O)cc2Cl)cc1	0.984	-3.3	0.921	1.6	10.4	7.9	-8.5	-6.2	2.1
CC(NC(=O)c1ccco1)C(=O)N1CCCCC1 (configuration not stated)	1.23	-0.9	0.948	-22.6	-1.2	5.2	-5.7	7.3	-0.3
O=C(Oc1ccc(Cl)c2cccnc12)c1cccnc1	1.16	-4.2	1.01	-16.3	3.4	-1.2	-0.2	-2.3	1.0
N#Cc1cccc(NC(=O)NCCc2c[nH]c3ccccc23)c1	1.02	2.7	1.61	-1.8	5.8	-60.7	-10.7	-2.8	-1.4
CN(NC1OC(=O)c2ccccc21)c1ncc(C(F)(F)F)cc1Cl (configuration not stated)	1.23	1.2	1.12	-23.0	15.0	-12.0	-1.9	-2.8	-1.1
CC1(OC(=O)CCc2ccccc2)C(=O)C=C2C=C(c3ccc(C#N)cc3)N(C3CCCCC3)C=C2C1=O (configuration not stated)	0.927	-4.3	0.871	7.3	18.7	12.9	-7.4	-5.3	-54.8
CCC(C)(C)NC(=O)C(c1ccco1)N(C(=O)c1csnn1)c1cccc(F)c1 (configuration not stated)	0.903	-1.3	0.948	9.7	11.7	5.2	-1.7	-3.5	0.4
Brc1ccc(-c2noc(COc3ccc4c(c3)CCC4)n2)o1	0.749	-3.5	0.972	25.1	17.6	2.8	-7.4	-3.0	-0.6
CCOC(=O)N1CCN(C(=O)c2cn(CC)c3ccc(S(=O)(=O)N4CCOCC4)cc3c2=O)CC1	1.07	-4.2	1.02	-7.5	4.4	-2.5	-2.0	0.1	3.3

Sorted by formula weight (rising): some entries from above.
SMILES	hIAP activ	APOBEC3A inh	mIAP activ	hIAP block	NLRP3 yeast inh	mIAP block	APOBEC3G inh	beta cell repl	SENP1 inh
CC1(C)CC(=O)C=C(Nc2ccccc2N)C1	0.841	-5.7	0.912	15.9	12.3	8.8	-7.1	-0.7	-6.7
CC(NC(=O)c1ccco1)C(=O)N1CCCCC1 (configuration not stated)	1.23	-0.9	0.948	-22.6	-1.2	5.2	-5.7	7.3	-0.3
CCCc1ccc(OC(=O)c2ccc(O)cc2Cl)cc1	0.984	-3.3	0.921	1.6	10.4	7.9	-8.5	-6.2	2.1
N#Cc1cccc(NC(=O)NCCc2c[nH]c3ccccc23)c1	1.02	2.7	1.61	-1.8	5.8	-60.7	-10.7	-2.8	-1.4
Brc1ccc(-c2noc(COc3ccc4c(c3)CCC4)n2)o1	0.749	-3.5	0.972	25.1	17.6	2.8	-7.4	-3.0	-0.6
CCC(C)(C)NC(=O)C(c1ccco1)N(C(=O)c1csnn1)c1cccc(F)c1 (configuration not stated)	0.903	-1.3	0.948	9.7	11.7	5.2	-1.7	-3.5	0.4
CCOC(=O)N1CCN(C(=O)c2cn(CC)c3ccc(S(=O)(=O)N4CCOCC4)cc3c2=O)CC1	1.07	-4.2	1.02	-7.5	4.4	-2.5	-2.0	0.1	3.3

Going on with the list:
SMILES	hIAP activ	APOBEC3A inh	mIAP activ	hIAP block	NLRP3 yeast inh	mIAP block	APOBEC3G inh	beta cell repl	SENP1 inh
CN(C)c1ccc(C(=S)N2CCOCC2)cc1	0.97	-4.0	1	3.0	11.5	0.0	-5.8	9.0*	0.1
COc1ccc(OCc2nnc(SCC(=O)NC3CC4CCC3C4)o2)cc1 (configuration not stated)	1.12	-6.5	1.04	-12.2	6.8	-4.3	1.1	-1.3	0.2
C=CCN(CC=C)Cc1c(C)[nH]c2c(C)c(C)ccc2c1=O	1.18	2.7	1.01	-18.3	13.3	-0.7	-1.1	-0.2	0.8
Cc1cc(C)nc(N/N=C/c2cccc([N+](=O)[O-])c2)n1	0.975	-2.8	0.999	2.5	10.1	0.1	-11.7	-2.2	1.8
COc1ccc(-n2c(Cc3cccn3C)nnc2SCC(=O)Nc2cccc(F)c2)cc1	0.832	-2.7	0.995	16.7	4.4	0.5	-1.7	-0.9	-6.6
CCOc1ncccc1C(=O)OCC(=O)NCc1ccc2c(c1)OCO2	1.08	-0.8	0.961	-7.7	20.5	3.9	-6.2	-3.9	0.3
CC(=O)Nc1ccc(OC(F)(F)Cl)cc1	0.889	-1.1	0.893	11.1	-3.3	10.7	-4.1	0.6	0.9
CC(NC(=O)c1cccc(S(=O)(=O)N(C)C)c1)c1nc2ccccc2[nH]1 (configuration not stated)	1	0.4	1.04	-0.2	-3.1	-4.1	-6.4	-1.6	-8.2
CN(C)c1ccc(/C=N/NC(=O)CNC(=O)c2ccc3c(c2)OCCO3)cc1	1.1	-3.7	0.974	-9.6	-18.3	2.6	-5.0	0.2	0.8
Oc1ccc2ccccc2c1CNc1ccc(Br)cc1	1.37	-7.6	0.978	-36.7	-2.5	2.2	-6.8	-3.7	.

One compound at a time (already shown). Order of values: hIAP activ	APOBEC3A inh	mIAP activ	hIAP block	NLRP3 yeast inh	mIAP block	APOBEC3G inh	beta cell repl	SENP1 inh
`CC(=O)Nc1ccc(OC(F)(F)Cl)cc1` across the screens: 0.889	-1.1	0.893	11.1	-3.3	10.7	-4.1	0.6	0.9
`COc1ccc(-n2c(Cc3cccn3C)nnc2SCC(=O)Nc2cccc(F)c2)cc1` across the screens: 0.832	-2.7	0.995	16.7	4.4	0.5	-1.7	-0.9	-6.6

Continued.
SMILES	hIAP activ	APOBEC3A inh	mIAP activ	hIAP block	NLRP3 yeast inh	mIAP block	APOBEC3G inh	beta cell repl	SENP1 inh
CS(=O)(=O)N(CC(=O)N1CCCCCC1)c1cccc(F)c1	0.94	-6.6	1.04	6.0	9.4	-3.6	-4.5	-0.6	1.0
O=[N+]([O-])c1ccccc1CNc1ccc(F)c(Cl)c1	0.983	0.0	0.936	1.7	9.8	6.4	0.1	-0.3	-2.2
COC(=O)C1=C(C)N(C)C(=O)NC1c1ccc([N+](=O)[O-])o1 (configuration not stated)	1.07	-1.5	0.975	-7.5	9.9	2.5	-5.4	-2.8	3.1
COc1ccccc1CC(=O)N1CCN(C(=O)c2ccco2)CC1	1.08	-0.7	1	-7.7	4.0	-0.2	-3.4	-1.8	2.0
Cn1ccnc1SCC(=O)Nc1cccc(S(=O)(=O)N2CCCCCC2)c1	1.02	2.2	1.02	-2.3	6.4	-2.3	-4.5	-2.3	2.2
CCOc1ccc(NS(=O)(=O)c2ccc3c(c2)n(C)c(=O)n3C)cc1	1.14	-2.0	1	-14.4	17.3	-0.4	-1.2	-3.5	3.0
CCCC(=O)NNC(=O)Nc1ccccc1	1.06	-0.7	0.971	-5.8	4.5	2.9	-7.6	-2.1	1.2
Cc1ccccc1N1CCN(C(=O)C2CCC(=O)N(C3CCCC3)C2)CC1 (configuration not stated)	1.12	-4.4	0.923	-12.3	10.1	7.7	-5.3	-2.6	0.8
